From PubChem BioAssay
EP2 modulator = modulators of human EP2 prostaglandin E2 receptor | P43116 | EP2-expressing cells, cAMP HTRF FRET, PGE2 co-stimulation | induction, % at 25 µM | hit rate 0.83% among 260,000 | AID 940;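 active means compounds whose cAMP rise, as percent of the full-agonist control response, exceeds 60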;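 further: rat C6 glioma line stably carrying human EP2 under a CMV promoter; the protocol text gives 20 µM as final concentration; 100% = response of wells given 1 µM PGE2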
Target sequence (P43116 whole entry, looked up): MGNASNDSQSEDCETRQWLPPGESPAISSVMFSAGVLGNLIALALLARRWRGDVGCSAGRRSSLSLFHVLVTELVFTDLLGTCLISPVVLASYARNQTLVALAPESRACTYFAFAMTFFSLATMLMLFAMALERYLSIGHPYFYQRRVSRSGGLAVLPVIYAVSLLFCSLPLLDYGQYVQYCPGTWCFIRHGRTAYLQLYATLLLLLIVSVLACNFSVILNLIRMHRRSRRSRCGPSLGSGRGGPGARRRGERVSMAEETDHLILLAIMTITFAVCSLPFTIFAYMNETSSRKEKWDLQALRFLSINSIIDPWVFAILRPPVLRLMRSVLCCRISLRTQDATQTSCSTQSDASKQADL
The depositor's hits bear a star.

O=c1[nH]c2cc3c(cc2cc1CN(Cc1nnnn1Cc1ccco1)C1CCCCC1)OCCO3 was read as EP2 modulator -33.
Cc1ccc(NC(=S)N(Cc2cc3ccc(C)c(C)c3[nH]c2=O)C2CCCC2)cc1 was read as EP2 modulator 19.
For Nc1ccc2nc(C3CC3)n(Cc3ccc(Cl)cc3)c(=O)c2c1 the results were EP2 modulator -33.
Screening CCn1cc(CNC(=O)c2cnn3c(C(F)F)cc(-c4ccccc4)nc23)c(C)n1 returned EP2 modulator -23.
`O=C(c1ccc(Br)s1)N1CCC2(CC1)CC(O)(c1nccs1)CO2` (stereo not drawn) gave EP2 modulator -2.
`CCc1nnc(NC(=O)Cc2ccccc2OC)s1` gave EP2 modulator -12.
Cc1ccc(C)c2nc(SCC(=O)NCc3ccccc3)c(C#N)cc12 was read as EP2 modulator -17.
For O=C(CCBr)N1CCN(C(=O)CCBr)CC1 the results were EP2 modulator 15.
Screening CCN(CC)C(=O)N(Cc1ccc(OC)cc1)Cc1cc2ccc(C)cc2n2nnnc12 returned EP2 modulator -7.
`CCC(c1nnnn1C(C)(C)CC)N(Cc1ccc(C)cc1)Cc1cc2c(C)ccc(C)c2[nH]c1=O` (stereo not drawn) gave EP2 modulator 51.
Screening Cc1ccc2cc3c(cc2c1)C[N+]1(CCOCC1)C3 returned EP2 modulator -28.
Cc1csc(NC(=O)c2c(O)c3cccc4c3n(c2=O)CC4)n1 was read as EP2 modulator -5.
For CCOc1ccc2[nH]c(=O)c(CN(Cc3ccc(F)cc3)Cc3nnnn3Cc3ccco3)cc2c1 the results were EP2 modulator 15.
`COc1ccc(C(c2nnnn2Cc2cccs2)N2CCN(c3ccc(OC)cc3)CC2)cc1` (stereo not drawn) gave EP2 modulator 9.
For COc1ccc(C2(NS(=O)(=O)c3ccc4c(c3)sc(=O)n4C)CC2)cc1 the results were EP2 modulator -107.
For CCOc1ccc2[nH]c(=O)c(CN(C(=O)Nc3cccc(Cl)c3)C3CC3)cc2c1 the results were EP2 modulator -35.
Screening CCOC(=O)c1cnc2ccc(Cl)cc2c1NCCCN(C)C returned EP2 modulator -60.
For Cc1cc(-c2cnc(C)nc2C2CCN(CC(=O)N3CCCC3)CC2)on1 the results were EP2 modulator -9.
For COCCNC(=O)c1cc2c(=O)n3ccccc3nc2n(Cc2cccnc2)c1=N the results were EP2 modulator 5.
Nc1cc(-c2cccs2)nn(CC(=O)N2CCN(c3ccccc3F)CC2)c1=O was read as EP2 modulator 5.
Cn1c(CN2CCOCC2)nnc1SCC(=O)Nc1ccc2c(c1)OCO2 was read as EP2 modulator -1.
`CCc1c(C)sc2ncn3c(=O)n(CC(=O)N4CCCCC4)nc3c12` gave EP2 modulator -23.
`COc1ccc(OC)c(-c2[nH]nc3c2C(c2cccc(Cl)c2)C(C#N)=C(N)O3)c1` (stereo not drawn) gave EP2 modulator 4.
`Cc1nc(Nc2ccccc2Br)c2nnn(Cc3ccccc3)c2n1` gave EP2 modulator 40.
For Cc1cccc(CN2CCc3c(nc(N4CCC(C)CC4)[nH]c3=O)C2)c1 the results were EP2 modulator -29.
Screening O=C(O)[C@@H]1[C@H](C(=O)NCc2cccnc2)[C@@H]2C=C[C@H]1O2 returned EP2 modulator 18.
Screening CCCOc1ccc(C(=O)Nc2nnn(C)n2)cc1 returned EP2 modulator -10.
COC(=O)c1cccc(NC(=O)CSc2nnc3c4c(C)c(C)sc4nc(C(C)C)n23)c1 was read as EP2 modulator -22.
For NS(=O)(=O)c1ccc(NC(=O)c2ccccc2C(=O)N2CCOCC2)cc1 the results were EP2 modulator 2.
O=C(CSc1nnc(Cc2ccccc2)o1)N1c2ccccc2Sc2ccccc21 was read as EP2 modulator 20.
Screening CC[C@@H](Cn1nc(-c2ccc(F)c(F)c2)ccc1=O)NC(=O)Cc1c[nH]c2ccccc12 returned EP2 modulator -49.
For O=C(CN1C(=O)C2C3CCC(C3)C2C1=O)N1CCC2(CC1)Nc1ccccc1-n1cccc12 (stereo not drawn) the results were EP2 modulator -93.
For COc1ccc(CNc2c(C(C)=O)nnn2-c2ccc(F)cc2)cc1 the results were EP2 modulator -85.
`Cc1cc(C)c2[nH]c(=O)c(CN(CCCO)C(=O)N3CCOCC3)cc2c1` gave EP2 modulator 20.
For CCc1nn(CC(=O)NCCc2ccccc2)c(=O)c2cc3occc3n12 the results were EP2 modulator -11.
Screening CC(=O)Oc1c(C)cccc1C(=O)O returned EP2 modulator 17.
CCCN1CCN(C(c2cc3cc(C)ccc3[nH]c2=O)c2nnnn2C(C)(C)C)CC1 (stereo not drawn) was read as EP2 modulator -34.
CCCn1c(=O)c(C(=O)Nc2cccc(F)c2)c(O)c2ccccc21 was read as EP2 modulator -16.
For O=C(NCc1cccnc1)C(=O)NCc1ccc2c(c1)OCO2 the results were EP2 modulator 0.
`Cc1nc2c(c(=O)[nH]1)CCN(C(=O)c1cc3c(s1)CCC3)C2` gave EP2 modulator -10.
O=c1[nH]c2cc3c(cc2cc1C(c1nnnn1C1CCCC1)N1CCN(c2ccccc2)CC1)OCO3 (stereo not drawn) was read as EP2 modulator -16.
For CC(C)n1c(=O)oc2cc(S(=O)(=O)NC3(CN4CCCC4)CCCCC3)ccc21 the results were EP2 modulator -52.
`COc1ccc(-c2cc(C(F)(F)F)nc(SCCC(=O)Nc3ccc(OC)cc3OC)n2)cc1` gave EP2 modulator -23.
Screening COc1cccc(C2CC(C(F)(F)F)n3ncc(C(=O)NCCCN4CCOCC4)c3N2)c1 (stereo not drawn) returned EP2 modulator -40.
O=C(Cn1nc(C(F)(F)F)c2c1CCCC2)NCc1ccccc1 was read as EP2 modulator -11.
`Cc1n(-c2ccccc2)c2ccccc2[n+]1C` gave EP2 modulator -2.
`Cc1ccc(C(O)CN2CCC3(CC2)CC(O)c2cc(Cl)c(C)cc2O3)cc1` (stereo not drawn) gave EP2 modulator -95.
For COc1ccccc1OCc1nnc(SCC(=O)Nc2cc(F)ccc2C)n1C the results were EP2 modulator -20.
CCOC(=O)c1ccc2nc(NC(=O)c3ccccc3)sc2c1 was read as EP2 modulator -55.
Screening O=c1[nH]c(N2CCCC2)nc2c1CCN(Cc1ccccc1O)C2 returned EP2 modulator -20.
`COc1ccc(C(=O)Nc2ccccc2N2CCN(C(=O)C(C)C)CC2)cc1OC` gave EP2 modulator -29.
CCOC(=O)C1=C(C)OC(N)=C(C#N)C1c1cc(OC)c(OC)cc1Br (stereo not drawn) was read as EP2 modulator 20.
For O=c1c(Cl)c(NCc2ccco2)cnn1Cc1ccccc1 the results were EP2 modulator 46.
Screening COc1ccc2[nH]cc(CCNC(=O)C3CCN(c4nc5ccccc5n4C)CC3)c2c1 returned EP2 modulator -102.
`Nc1cc(-c2cccs2)nn(CC(=O)N2CCN(c3ccc(F)cc3)CC2)c1=O` gave EP2 modulator -116.
COc1cc(C(c2nnnn2C(C)(C)C)N2CCN(c3ccccc3F)CC2)cc(OC)c1OC (stereo not drawn) was read as EP2 modulator 3.
COc1ccc(CCNC(=O)C2CCCN(S(=O)(=O)c3ccc(OC)cc3)C2)cc1 (stereo not drawn) was read as EP2 modulator -24.
Screening CCc1ccc(C2C(C#N)=C(N)Oc3n[nH]c(C(C)C)c32)cc1 (stereo not drawn) returned EP2 modulator -91.
Screening CC(=O)c1ccc(S(=O)(=O)N(CCCO)Cc2cc3c(C)cc(C)cc3[nH]c2=O)cc1 returned EP2 modulator -8.
CCC(=O)N1CCc2cc(C(O)CN3CCCCC3)ccc21 (stereo not drawn) was read as EP2 modulator -4.
For CC(=O)Nc1ccc(NC(=O)CSc2nnc3c4c5c(sc4nc(C(C)C)n23)CCCC5)cc1 the results were EP2 modulator -6.
`Cc1ncc(CN2CCC(O)(c3ccccc3F)CC2)cn1` gave EP2 modulator -47.
CCC(CN1CCOCC1)NC(=O)Cc1sc(C)nc1-c1ccc(C)cc1C (stereo not drawn) was read as EP2 modulator -6.
CCNC(=S)N(Cc1ccc(OC)cc1)Cc1cc2cccc(C)c2[nH]c1=O was read as EP2 modulator -26.
Screening C=CCN(C(=O)c1ccccn1)C(C(=O)NCc1ccccc1)c1cccnc1 (stereo not drawn) returned EP2 modulator 8.
`Oc1c(Br)cc(Br)cc1CN(Cc1cc(Br)cc(Br)c1O)C1CCCCC1` gave EP2 modulator -26.
`CC(C)(C)C(=O)NC1CC2CCCC(C1)N2C(=O)Nc1cccc(F)c1` (stereo not drawn) gave EP2 modulator -18.
For Cc1ccc(-c2cc(C(=O)NC(C)(C)CO)no2)cc1 the results were EP2 modulator -35.
`CCOC(=O)Cc1csc(NC(=O)CSc2nc3cc4c(cc3cc2C)OCCO4)n1` gave EP2 modulator 27.
Screening O=C(Nc1ccc(N2CCCCC2)cc1)c1ccc2c(c1)OCO2 returned EP2 modulator -31.
CCOc1ccc2ccccc2c1C1C(C(=O)OC)=C(N)OC2=C1C(=O)CC(C)(C)C2 (stereo not drawn) was read as EP2 modulator 35.
Screening CCC(c1nnnn1C1CCCCC1)N(Cc1ccccc1)Cc1cc2cc(OC)ccc2[nH]c1=O (stereo not drawn) returned EP2 modulator 57.
`O=C1NC2(CCN(Cc3ccccn3)CC2)Oc2ccccc21` gave EP2 modulator -21.
For COc1ccc(NC(=O)Cn2nnc(-c3ccccc3NC(=O)c3cnccn3)n2)cc1 the results were EP2 modulator -10.
For CCOC(=O)C1C2C=CC3(CN(C(C)C)C(=O)C13)O2 (stereo not drawn) the results were EP2 modulator 14.
For Cc1cc(C)cc(C(=O)NCc2cccnc2)c1 the results were EP2 modulator 1.
For COC(=O)C1=CNC=C(C(=O)OC)C1c1cccc(F)c1 the results were EP2 modulator 8.
Screening CC(=O)NNC(=O)CSc1nc(CCc2ccccc2)nc2sc3c(c12)CCCC3 returned EP2 modulator -29.
Screening COc1ccccc1NC(=O)N(Cc1ccc(F)cc1)Cc1cc2cccc(C)c2[nH]c1=O returned EP2 modulator 0.
Screening COc1ccc2[nH]c(=O)c(CN(C(=S)Nc3ccc(F)cc3)C3CCCC3)cc2c1 returned EP2 modulator -40.
`COc1ccc(-c2cc(C(F)(F)F)nc(SCC(=O)Nc3ccc(C(C)=O)cc3)n2)cc1OC` gave EP2 modulator 3.
`O=C(Nc1ccc(Cl)cc1)C1CCN(C(=O)c2cccs2)CC1` gave EP2 modulator -33.
Cc1cc(C)nc(N2CCC(C(=O)NNC(=O)COc3cccc4ccccc34)CC2)n1 was read as EP2 modulator -2.
COc1ccc(-c2cc(C(F)(F)F)nc(SCC(=O)Nc3ccc(F)cc3C)n2)cc1OC was read as EP2 modulator -105.
`C=C[C@@](C)(O)CCC1C(=C)CCC2[C@@](C)(CO)CCC[C@]12C` (stereo partly drawn) gave EP2 modulator 20.
`O=C(COc1ccc(Cl)cc1)NNC(=O)CSc1nnc2c(n1)[nH]c1ccccc12` gave EP2 modulator -6.
Cc1ccc(CN(Cc2cncn2C)C2CC(C)(C)NC(C)(C)C2)o1 was read as EP2 modulator 5.
For Cc1ccc(C(=O)NCCNC(=O)c2ccc(C)nc2)cn1 the results were EP2 modulator -21.
For CCn1c(CN2CCc3c(nc(C)[nH]c3=O)C2)nc2ccccc21 the results were EP2 modulator -17.
For CCCC(C(=O)NC1CCCC1)N(C(=O)c1snc(C(N)=O)c1N)c1ccc(F)c(Cl)c1 (stereo not drawn) the results were EP2 modulator -6.
`CCn1c(=S)[nH]c2c1c(=O)[nH]c(=O)n2C` gave EP2 modulator -10.
CCn1c(=O)n(CC(=O)NC2CCCC2)c2cccnc21 was read as EP2 modulator -14.
Screening O=C(Cc1ccccc1F)NC1(c2ccc3c(c2)OCO3)CCCC1 returned EP2 modulator 8.
Cc1nn(C)c(C)c1-c1cc(C(=O)NC2CCCOC2)[nH]n1 (stereo not drawn) was read as EP2 modulator -51.
CC(C)c1cccc(OCC(=O)Nc2ccc(S(=O)(=O)Nc3ccccn3)cc2)c1 was read as EP2 modulator 2.
CC1=NNC(=S)NC(C)(C)C1 was read as EP2 modulator 15.
For COCCNCC(=O)Nc1ncc(C)s1 the results were EP2 modulator 25.
For O=C(NCc1ccco1)C(c1cccs1)N(C(=O)Cn1nnc2ccccc21)c1ccc(F)cc1 (stereo not drawn) the results were EP2 modulator 17.
Screening CCc1nn(CC(=O)NCc2ccco2)c(=O)c2cc3occc3n12 returned EP2 modulator -39.
`COC(=O)c1cccc(S(=O)(=O)N(Cc2cccs2)Cc2cc3cc(OC)ccc3[nH]c2=O)c1` gave EP2 modulator -88.
`COc1ccc2c(c1)cc(C)c1nn(CC(=O)NC3CCCC3)c(=O)n12` gave EP2 modulator 19.

Ordered by heavy-atom count (falling): some entries from above.
`COc1ccc(C(c2nnnn2Cc2cccs2)N2CCN(c3ccc(OC)cc3)CC2)cc1` (stereo not drawn) gave EP2 modulator 9.
Screening CCN(CC)C(=O)N(Cc1ccc(OC)cc1)Cc1cc2ccc(C)cc2n2nnnc12 returned EP2 modulator -7.
`CCOC(=O)Cc1csc(NC(=O)CSc2nc3cc4c(cc3cc2C)OCCO4)n1` gave EP2 modulator 27.
Screening CCn1cc(CNC(=O)c2cnn3c(C(F)F)cc(-c4ccccc4)nc23)c(C)n1 returned EP2 modulator -23.
CCNC(=S)N(Cc1ccc(OC)cc1)Cc1cc2cccc(C)c2[nH]c1=O was read as EP2 modulator -26.
`COc1ccc2c(c1)cc(C)c1nn(CC(=O)NC3CCCC3)c(=O)n12` gave EP2 modulator 19.
Cc1ccc(CN(Cc2cncn2C)C2CC(C)(C)NC(C)(C)C2)o1 was read as EP2 modulator 5.
`O=C(c1ccc(Br)s1)N1CCC2(CC1)CC(O)(c1nccs1)CO2` (stereo not drawn) gave EP2 modulator -2.
For Nc1ccc2nc(C3CC3)n(Cc3ccc(Cl)cc3)c(=O)c2c1 the results were EP2 modulator -33.
`C=C[C@@](C)(O)CCC1C(=C)CCC2[C@@](C)(CO)CCC[C@]12C` (stereo partly drawn) gave EP2 modulator 20.
CCn1c(=O)n(CC(=O)NC2CCCC2)c2cccnc21 was read as EP2 modulator -14.
For Cc1ccc(-c2cc(C(=O)NC(C)(C)CO)no2)cc1 the results were EP2 modulator -35.
Screening Cc1ccc2cc3c(cc2c1)C[N+]1(CCOCC1)C3 returned EP2 modulator -28.
For Cc1cc(C)cc(C(=O)NCc2cccnc2)c1 the results were EP2 modulator 1.
Screening CC(=O)Oc1c(C)cccc1C(=O)O returned EP2 modulator 17.

These rows are one share of the data (hit frequency here may not be typical).
